# Growth percent in the NCI-60 one-dose screen (48 h, 10 µM unless noted): 100 = growth as untreated, 0 = no growth, -100 = all killed.
# T-47D: T-47D breast cancer | 79,000 compounds, 5% hits | AID 1794792
# SK-MEL-2: SK-MEL-2 melanoma; 77,000 compounds, 4.7% hits; AID 1794763
# UACC-62: UACC-62 melanoma. 81,000 compounds, 5.4% hits. AID 1794756
# UACC-257: UACC-257 melanoma | AID 1794764 | 78,000 compounds, 4.4% hits
# MALME-3M: MALME-3M melanoma; 78,000 compounds, 5.8% hits
# BT-549: BT-549 breast cancer; 78,000 compounds, 4.4% hits
# HS 578T: HS 578T breast cancer; 78,000 compounds, 4.1% hits; AID 1794788
# LOX IMVI: LOX IMVI melanoma; AID 1794757; 79,000 compounds, 7.4% hits
# The depositor's hits bear a star; / = not tested or not shown. How the source made its calls: active means growth percent below 10; inactive means the rest.
# Short forms: A = T-47D; B = SK-MEL-2; C = UACC-62; D = UACC-257; E = MALME-3M; F = BT-549; G = HS 578T; H = LOX IMVI
O=C(CC(=O)Nc1ccc(Oc2ncnc3scc(Nc4n[nH]c(=S)s4)c23)cc1)Nc1ccc(Br)cc1
  A: 86 | B: 99 | C: 82 | D: 104 | E: 105 | F: 108 | G: 97 | H: 66
O=S(=O)(NCCCNc1nccc(-c2c(-c3cccc(F)c3)nc3occn23)n1)c1ccc(C(F)(F)F)cc1
  A: 62 | B: 101 | C: 85 | D: 105 | E: 100 | F: 109 | G: 79 | H: 92
Clc1ccc2c(N3CCN(c4ccnc(NC5CCCCC5)n4)CC3)ccnc2c1
  A: 26 | B: 73 | C: / | D: 0.9* | E: / | F: 71 | G: 68 | H: /
O=C(O)c1cc(-c2cc(C(=O)O)c3ccccc3n2)ccc1O
  A: 109 | B: 118 | C: 101 | D: 102 | E: 135 | F: 116 | G: 100 | H: 98
O=c1nc(N2CCOCC2)oc2ccc(-c3cccc4c3sc3ccccc34)cc12
  A: 83 | B: 99 | C: 87 | D: 95 | E: 95 | F: 95 | G: 98 | H: 98
OC1CCC(C2CCCCC2)CC1 (configuration not stated)
  A: 97 | B: 126 | C: 94 | D: 105 | E: 93 | F: 121 | G: 113 | H: 103
COC(=O)c1cc(NC(=O)OCc2ccccc2)nn1C
  A: 84 | B: 102 | C: 90 | D: 103 | E: 107 | F: 135 | G: 104 | H: 110
N/N=C(\c1ccccc1)c1ccc(Cl)cc1
  A: 102 | B: 107 | C: 113 | D: 96 | E: 110 | F: 104 | G: 92 | H: 109
COc1ccc(-c2nnc(/N=C3/C(=O)Nc4ccc(Br)cc43)o2)cc1
  A: 104 | B: 101 | C: 96 | D: 106 | E: 98 | F: 103 | G: 116 | H: /
O=[N+]([O-])c1ccc(OCCCOc2ccc(S(=O)(=O)Cl)cc2)c(Cl)c1
  A: 94 | B: 117 | C: 101 | D: / | E: 95 | F: 100 | G: 95 | H: 91
COCCOc1cc2ncnc(N3CCN(c4cc(S(C)(=O)=O)c(C)cc4Cl)CC3)c2cc1OCCOC
  A: 70 | B: 95 | C: 94 | D: 91 | E: 87 | F: 91 | G: 91 | H: 94
CCN(CC)CCN=Cc1ccccc1OC
  A: 112 | B: 117 | C: 115 | D: 95 | E: 112 | F: 135 | G: 100 | H: 100
Fc1ccc(CNc2c3ccccc3nc3ccccc23)c(F)c1
  A: 47 | B: 100 | C: 59 | D: 69 | E: 69 | F: 83 | G: 75 | H: 22
O=C(O)CCC1C(=O)NC(=O)CC1c1ccccc1 (configuration not stated)
  A: 108 | B: 93 | C: 91 | D: 97 | E: 101 | F: 106 | G: 91 | H: 88
CC(=O)NC1(C(=O)O)CCCC1
  A: 128 | B: / | C: 110 | D: 100 | E: 135 | F: 118 | G: 122 | H: 106

# New compounds follow.
# Short forms: A = T-47D; B = SK-MEL-2; C = UACC-62; D = UACC-257; E = MALME-3M; F = BT-549; G = HS 578T; H = LOX IMVI
Cc1cc(O)cc(C)c1O
  A: 110 | B: 119 | C: 101 | D: 110 | E: 146 | F: 123 | G: 94 | H: 108
NC(=S)NC(=S)Nc1ccccc1
  A: 92 | B: 105 | C: 94 | D: 102 | E: 78 | F: 97 | G: 112 | H: 94
O=C(OCCNC1CCCCC1)c1ccccc1O
  A: 102 | B: 121 | C: 97 | D: 106 | E: 108 | F: 101 | G: 126 | H: /
COc1ccc(CN2C(=O)CSC2c2ccccc2Cl)cc1OC (configuration not stated)
  A: 65 | B: 98 | C: 72 | D: 95 | E: 94 | F: 79 | G: 106 | H: 89
Cn1c(O)c(/C=C2\C=Nc3ccccc32)n(C)c1=N
  A: 65 | B: 88 | C: 100 | D: 91 | E: 90 | F: 75 | G: 111 | H: 89
CCN(CC)CCCC#CCN1CCOCC1
  A: 104 | B: 97 | C: 111 | D: 99 | E: 100 | F: 66 | G: 104 | H: 98
N#CCc1nc2ccccc2s1
  A: 93 | B: / | C: 96 | D: 85 | E: 97 | F: 99 | G: 103 | H: 88
O=C(/C=C/c1ccc(Cl)cc1)c1ccc(NC(=O)c2ccccc2CN2C(=O)c3ccccc3C2=O)cc1
  A: 98 | B: 105 | C: 94 | D: 99 | E: 101 | F: 109 | G: 100 | H: 91
Cc1cc(-c2ccc(Cl)cc2)n(Cc2nnc(SCC(=O)Nc3ccc(S(N)(=O)=O)cc3)n2-c2ccc([N+](=O)[O-])cc2)n1
  A: 70 | B: 87 | C: 77 | D: 99 | E: 93 | F: 116 | G: 97 | H: 88
COc1ccc(NC(=O)CSc2nnc(-c3cc(-c4ccc(OC)cc4)nc4ccccc34)n2-c2ccccc2)cc1
  A: 101 | B: 105 | C: 101 | D: 109 | E: 96 | F: 104 | G: 97 | H: 98
O=C(O)c1cc(-c2ccccc2)nc2ccc(Cl)cc12
  A: 80 | B: 85 | C: 91 | D: 76 | E: 91 | F: 94 | G: 85 | H: 101
CC(C)c1cccc(C(C)C)c1NC(=O)Nc1ccc(Cl)cc1Cl
  A: 89 | B: / | C: 75 | D: 102 | E: 100 | F: 104 | G: 82 | H: /
COc1cccc(-c2nc3ccc(C(=O)NN4C(=O)c5ccccc5C4=O)cc3[nH]2)c1
  A: 84 | B: 110 | C: 84 | D: 105 | E: 96 | F: 137 | G: 91 | H: 94
O=C(Nc1ccc(F)cc1)Nc1ccc(NC(=O)c2cc(Cl)nc3ccccc23)cc1
  A: 43 | B: 90 | C: 72 | D: 80 | E: 54 | F: 37 | G: 9.0* | H: 55
Nc1cc(Cl)c(F)cc1Cl
  A: 99 | B: 112 | C: 102 | D: 106 | E: 107 | F: 101 | G: 99 | H: 96

# The list continues.
# Short forms: A = T-47D; B = SK-MEL-2; C = UACC-62; D = UACC-257; E = MALME-3M; F = BT-549; G = HS 578T; H = LOX IMVI
CCOC(=O)C1=C(C)N=C2Sc3ccccc3N2C1c1cn(-c2ccccc2)nc1-c1ccc(Cl)cc1 (configuration not stated)
  A: 37 | B: 77 | C: 55 | D: 89 | E: 123 | F: 67 | G: 95 | H: 81
COC(=O)c1ccc2ccccc2c1
  A: 108 | B: 109 | C: 95 | D: / | E: 100 | F: 95 | G: 99 | H: 97
Cc1cc2ccccc2c[n+]1CC[n+]1cc2ccccc2cc1C
  A: 113 | B: 109 | C: 97 | D: 105 | E: 112 | F: 104 | G: 99 | H: 97
O=[N+]([O-])c1ccc(OCCOc2ccc([N+](=O)[O-])cc2)cc1
  A: 97 | B: 114 | C: 85 | D: 105 | E: 86 | F: 106 | G: 97 | H: 101
CC(=O)N1N=C(c2ccc(Nc3nc(Nc4ccc(F)cc4)nc(Nc4ccc(Cl)cc4)n3)cc2)CC1c1ccco1 (configuration not stated)
  A: 49 | B: 82 | C: 76 | D: 78 | E: 69 | F: 74 | G: 69 | H: 76
COc1ccccc1S(=O)(=O)Nc1ccc(-c2nnc3n2CCCCC3)cc1
  A: 115 | B: 97 | C: 103 | D: / | E: 101 | F: 105 | G: 117 | H: 105
NC(=O)c1ncn([C@@H]2O[C@H](CO)[C@@H](O)[C@H]2O)n1
  A: 89 | B: 103 | C: 104 | D: 103 | E: 93 | F: 105 | G: 113 | H: 84
CN1C2CCC1/C(=C\c1ccc(Cl)cc1)C(=O)/C2=C/c1ccc(Cl)cc1
  A: 60 | B: 57 | C: 47 | D: 61 | E: 74 | F: 71 | G: 75 | H: 35
CCCCN(CCCC)C(=N)c1ccnc2ccccc12
  A: 118 | B: / | C: 111 | D: 66 | E: 99 | F: 120 | G: / | H: 101
O=c1oc2c(O)cc(O)cc2cc1-c1ccccc1
  A: 106 | B: 101 | C: 92 | D: 96 | E: 90 | F: 99 | G: 95 | H: 98
CC1C2=C(Nc3ccccc3N1C(=O)C1CCC1)C(C)(C)N(C)C2=O (configuration not stated)
  A: 88 | B: 101 | C: 94 | D: 99 | E: 103 | F: 106 | G: 108 | H: 95
C[N+](C)(CCOC(c1ccccc1)c1ccccc1)CC(=O)OCc1ccccc1
  A: 120 | B: 105 | C: 104 | D: / | E: 100 | F: 95 | G: 108 | H: 101
COc1ccc(/C=C/C=C\C(=O)c2ccc(-n3ccnc3)cc2)cc1
  A: 58 | B: 108 | C: 79 | D: 93 | E: 93 | F: 50 | G: 91 | H: 94
N=c1c2ccccc2nnn1-c1cccc(C(F)(F)F)c1
  A: 54 | B: 83 | C: 68 | D: 105 | E: / | F: 76 | G: 105 | H: 76
COc1ccc2nc(-c3ccc(OC)c(OC)c3)cc(-c3nnc(SCC(=O)c4ccccc4)o3)c2c1
  A: 68 | B: 88 | C: 83 | D: 89 | E: 122 | F: 80 | G: 107 | H: 97

# Four entries from above in a different format:
C[N+](C)(CCOC(c1ccccc1)c1ccccc1)CC(=O)OCc1ccccc1
  T-47D = 120
  SK-MEL-2 = 105
  UACC-62 = 104
  UACC-257 = /
  MALME-3M = 100
  BT-549 = 95
  HS 578T = 108
  LOX IMVI = 101
COC(=O)c1ccc2ccccc2c1
  T-47D = 108
  SK-MEL-2 = 109
  UACC-62 = 95
  UACC-257 = /
  MALME-3M = 100
  BT-549 = 95
  HS 578T = 99
  LOX IMVI = 97
CCCCN(CCCC)C(=N)c1ccnc2ccccc12
  T-47D = 118
  SK-MEL-2 = /
  UACC-62 = 111
  UACC-257 = 66
  MALME-3M = 99
  BT-549 = 120
  HS 578T = /
  LOX IMVI = 101
CN1C2CCC1/C(=C\c1ccc(Cl)cc1)C(=O)/C2=C/c1ccc(Cl)cc1
  T-47D = 60
  SK-MEL-2 = 57
  UACC-62 = 47
  UACC-257 = 61
  MALME-3M = 74
  BT-549 = 71
  HS 578T = 75
  LOX IMVI = 35

# Other results
# Short forms: A = T-47D; B = SK-MEL-2; C = UACC-62; D = UACC-257; E = MALME-3M; F = BT-549; G = HS 578T; H = LOX IMVI
N#CC1=C(N)Oc2c(c(=O)[nH]c3ccc(Br)cc23)C12C(=O)c1ccccc1C2=O
  A: 99 | B: 106 | C: 100 | D: 93 | E: 93 | F: 100 | G: 98 | H: 97
Cc1cc(O)c(O)cc1SC1=NC(O)C(CN)=C(C(C)C)N1 (configuration not stated)
  A: 105 | B: 96 | C: 103 | D: 94 | E: 91 | F: 91 | G: 103 | H: 97
Cc1nc2ccccc2[nH]1
  A: 97 | B: 106 | C: 99 | D: 103 | E: 102 | F: 103 | G: 114 | H: 105
CCOC(=O)c1c(N)c(C#N)cn1-c1cc(OC)ccc1OC
  A: 100 | B: 116 | C: 92 | D: 104 | E: 96 | F: 108 | G: 97 | H: 102
COc1cc(/C=N/n2cnc3oc(-c4ccccc4)cc3c2=N)ccc1O
  A: 97 | B: 104 | C: 94 | D: 96 | E: 131 | F: 102 | G: 55 | H: 81
Cc1nn2c(-c3nc4cc(Cl)c(F)cc4[nH]3)c(-c3ccc(F)cc3)nc2s1
  A: 66 | B: 80 | C: 80 | D: 94 | E: 91 | F: 84 | G: 124 | H: 80
C=CCc1c(N(C)c2ccccc2)ncnc1-n1c(C)nc2ccccc21
  A: 74 | B: 91 | C: 79 | D: 92 | E: 97 | F: 103 | G: 96 | H: 91
Cc1cnc(C)c(NS(=O)(=O)c2ccc(NC3=C(I)C(=O)c4ncccc4C3=O)cc2)n1
  A: 88 | B: 105 | C: 96 | D: 100 | E: 104 | F: 99 | G: 97 | H: 88
Cc1ccc2nc(Cl)c(/C=C3\SC(=O)NC3=O)cc2c1
  A: 89 | B: 90 | C: 81 | D: 86 | E: 90 | F: 77 | G: 101 | H: 61
COc1ccc(C(=O)COc2ccc3c(c2)O/C(=C\c2ccccc2)C3=O)cc1
  A: 89 | B: 98 | C: 71 | D: 110 | E: 102 | F: 95 | G: 110 | H: 108
CC1=C2[C@@H](CC1)[C@]1(C)O[C@@](C3CCCCC3)(C[C@H]1O)[C@H]2OC(=O)/C=C/c1ccccc1
  A: 57 | B: 86 | C: 67 | D: 93 | E: 97 | F: 94 | G: 85 | H: 88
Cc1c(Cc2ccccc2)c(=O)oc2c(C)c(OCc3n[nH]c(=S)o3)ccc12
  A: 53 | B: 101 | C: 90 | D: 88 | E: 49 | F: 97 | G: 62 | H: 65
CN1CCN(c2ccc(Nc3nc(N4CCN(S(=O)(=O)c5ccc(Cl)cc5)CC4)c4sccc4n3)cc2)CC1
  A: -34* | B: 79 | C: -90* | D: -87* | E: -98* | F: 65 | G: 84 | H: -90*
Cc1nn(-c2ccccc2)c2nc(Cl)c(/C=C/C(=O)c3ccccc3)c(-c3ccc(Cl)cc3)c12
  A: 85 | B: 131 | C: 72 | D: 83 | E: 112 | F: 111 | G: 113 | H: 101
O=S(=O)(SC(S(=O)(=O)c1ccccc1)S(=O)(=O)c1ccccc1)c1ccccc1
  A: 99 | B: 86 | C: 97 | D: 94 | E: 105 | F: 122 | G: 98 | H: 88
Cc1cc(NS(=O)(=O)c2ccc(NCc3nc4ccccc4c(=O)[nH]3)cc2)no1
  A: 103 | B: 102 | C: 97 | D: 91 | E: 102 | F: 105 | G: 100 | H: 101
Cc1ccc(S(=O)(=O)Nc2c(Br)cc(Br)cc2C(N)=O)cc1
  A: 101 | B: 113 | C: 98 | D: 107 | E: 87 | F: 96 | G: 106 | H: 102
CC(C)=CC(=O)OC(=O)C=C(C)C
  A: 105 | B: 108 | C: 98 | D: / | E: 101 | F: 105 | G: 120 | H: 109

# Among those listed so far, 2 contain a furan ring, fused or not.
# Short forms: A = T-47D; B = SK-MEL-2; C = UACC-62; D = UACC-257; E = MALME-3M; F = BT-549; G = HS 578T; H = LOX IMVI
CC(=O)N1N=C(c2ccc(Nc3nc(Nc4ccc(F)cc4)nc(Nc4ccc(Cl)cc4)n3)cc2)CC1c1ccco1 (configuration not stated)
  A: 49 | B: 82 | C: 76 | D: 78 | E: 69 | F: 74 | G: 69 | H: 76
COc1cc(/C=N/n2cnc3oc(-c4ccccc4)cc3c2=N)ccc1O
  A: 97 | B: 104 | C: 94 | D: 96 | E: 131 | F: 102 | G: 55 | H: 81
